Pf Dd2 growth: Plasmodium falciparum Dd2 growth inhibition; Potency, µM (doses to about 28.9 µM), for the others: at the top dose activity, negative = inhibition, hits mostly inhibitors; 120,000 tested, 4.3% active; P. falciparum Dd2 growth, SYBR Green, 72 h; AID 1347417; active = well fitted inhibition curve with a large enough effect; inconclusive = small, poorly fitted or top-dose-only effect; inactive = no such curve, though single readings can be large or run the other way;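 also: plate controls were DMSO vehicle for no effect and reference drug for full effect; nearly all actives have a fitted effect of over 65% in size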
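Readout: SYBR Green fluorescence, 485 nm excitation, 535 nm emission, after ~16 h lysis at 37C. Before that, Dd2-infected red cells (2.5% hematocrit) grew 72 h with compound, 29 uM top final concentration.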
Starred values were filed as active, the others as inactive; i = inactive; ? = inconclusive; [ ] = another dose, or the depositor's remark. Potency is read from the fitted curve at half-maximal effect.

SMILES,Pf Dd2 growth
COc1ccc(C2C(C(=O)OC(C)(C)C)=C(C)N=C3SC=C(CC(=O)NCC4CC4)N32)cc1OC (configuration not stated),-30%
Cc1nc(N2CCN(C(=O)c3ccccc3)CC2)cc(C(F)(F)F)n1,-11%
Cc1cc2nc3n(c(=O)c2n1CC(=O)Nc1ccccc1)CCCCC3,i
O=C(CN1CC2CC(C1)[C@H]1CCCC(=O)N1C2)NCCC1=CCCCC1 (some centres not stated),-12%
Cc1nn2c(=O)cc(COC(=O)c3ccccc3NC(=O)C(C)C)nc2s1,i
CCCc1noc(-c2cn(C3CCN(C(=O)c4ccc[nH]4)CC3)nn2)n1,i
COc1ccc(N2CCN(C(=O)Nc3nc(C)ns3)CC2(C)C)cc1,-3%
Cc1cc(C(=O)N[C@H](C)c2c(-c3ccc(F)cc3)noc2C(=O)O)c(C)o1,13%[44.1 µM]
O=C(NC[C@H]1C[C@@H]2CCN1C[C@@H]2CN1C[C@@H]2C[C@H](C1)c1cccc(=O)n1C2)c1ccc(C(F)(F)F)cc1,-26%
CCCn1ncc(CN2CCC(Cc3cccc(C(F)(F)F)c3)(C(=O)OCC)CC2)c1C,13µM*
Cc1nc(NCCCc2csc(N)n2)cc(C2CC(O)C2)n1 (configuration not stated),9%
CS(=O)(=O)N(Cc1cccnc1)C1CN(C(=O)COc2ccc(F)cc2)C1,-22%
CCOc1ccccc1NC(=O)CSc1c2c(nc3ccc(Cl)cc13)CCCC2,i
COCC1CN(C2CCC2)CC12CCN(C(=O)c1cccc(C#N)c1)CC2 (configuration not stated),-23%
O=C(Cn1cc(C(=O)C(F)(F)F)c2ccccc21)N1CCCCCC1,31%[activator]
O=C(NCc1ccco1)N1CC(n2cc(COc3ccccc3)nn2)C1,-12%
Cc1ccc(Cl)cc1NC(=O)CN1C(=O)NC2(CCC(C)CC2)C1=O (configuration not stated),i
CCCCCCOc1ccc(C2C(=O)N(C3CCCCC3)CC(=O)N2C2CCCCC2)cc1 (configuration not stated),9%
O=C(c1ccc2c(c1)N(Cc1ccc(F)cc1)C(=O)c1ccccc1S2)N1CCC2(CC1)OCCO2,-10%
COc1cc2[nH]c(=O)n(CCCC(=O)NCc3ccc(Cl)cc3)c(=O)c2cc1OC,i

Six structures already listed, arranged by formula weight, high to low.
SMILES,Pf Dd2 growth
O=C(c1ccc2c(c1)N(Cc1ccc(F)cc1)C(=O)c1ccccc1S2)N1CCC2(CC1)OCCO2,-10%
CS(=O)(=O)N(Cc1cccnc1)C1CN(C(=O)COc2ccc(F)cc2)C1,-22%
Cc1nn2c(=O)cc(COC(=O)c3ccccc3NC(=O)C(C)C)nc2s1,i
CCCc1noc(-c2cn(C3CCN(C(=O)c4ccc[nH]4)CC3)nn2)n1,i
O=C(Cn1cc(C(=O)C(F)(F)F)c2ccccc21)N1CCCCCC1,31%[activator]
Cc1nc(NCCCc2csc(N)n2)cc(C2CC(O)C2)n1 (configuration not stated),9%

Continuation.
SMILES,Pf Dd2 growth
O=S(=O)(Cc1ccccc1)NCc1cccnc1Oc1ccccc1,-7%
CS(=O)(=O)c1ccc(CN2CCN3C(=O)N(C4CCCCC4)C[C@H]3C2)cc1,36%[activator][44.1 µM]
O=C1CC2(CCN(C(=O)c3ccccn3)CC2)Oc2cc(Cl)ccc21,0%
Cc1c(Cl)cccc1Nc1nn2c(=O)c3ccc(C(=O)NCCc4ccccc4)cc3nc2s1,?
COc1cccc(C2Cn3nnc(-c4nc(-c5ccccc5F)no4)c3CO2)c1 (configuration not stated),i
CC(C)NC(=O)c1ccc(CC2CCN(C)CC2)cc1,-20%
Cc1ccc(NC(=O)N2CCC(CCN)CC2)cc1F,-8%
CN1C(=O)COC[C@@H]1[C@H](O)c1ccc(NC(=O)c2ccc(C#N)cc2)cc1,i
OC1(CN2CCCCC2)CCN(Cc2ccc(F)c(Cl)c2)C1 (configuration not stated),8.9µM*
CCCNC(=O)N1CCC2(CC1)CC(C(=O)N1CCOCC1)N(C)C2 (configuration not stated),-19%
O=C(c1cccs1)N1C[C@@H]2C[C@H](C1)c1c(-c3cncnc3)ccc(=O)n1C2,5%[44.1 µM]
O=C(Nc1ccc(F)c(Cl)c1)c1cc(S(=O)(=O)N2CCc3ccccc3C2)ccc1F,20%
Cc1ccc(NC(=O)CCS(=O)(=O)c2ccc3c(c2)oc(=O)n3C)c(Br)c1,i
O=C(c1cnccn1)N1CCC(Oc2ccccc2-c2nc(-c3ccccc3)no2)C1 (configuration not stated),-16%
CN(CCc1ccccn1)C[C@H]1CN2CC[C@H]1C[C@@H]2CNC(=O)Nc1ccccc1,-6%[44.1 µM]
N#Cc1ccc(S(=O)(=O)NC2CCc3n[nH]c(=O)n3CC2)cc1 (configuration not stated),16%
CCc1ccc(-n2c(=O)c3sc4ccccc4c3n(CC(=O)N3CCCC3)c2=O)cc1,-29%
CCN(CC)c1nc(-c2ccccc2Cl)c2cc(Br)ccc2n1,?
CCOC(=O)c1ccc(NC(=O)CSc2nc3c(c(=O)[nH]2)CN(Cc2ccccc2)CC3)cc1,-10%
CC(C)Cc1ccc(S(=O)(=O)NCc2nc3cccnc3n2Cc2ccccc2)cc1,-24%

Going on with the list:
SMILES,Pf Dd2 growth
CCOC(=O)C1=C(CN2CCN(c3ccc(OC)cc3)CC2)NC(=O)NC1c1ccc(OC)cc1 (configuration not stated),?
Cc1ccc(C)c(NC(=O)Cn2cc(C(=O)c3cccs3)c3ccccc32)c1,?
Cc1ccc(-n2nc(C)c([C@H]3C=C[C@@H](OC(=O)Nc4cccc(F)c4)C3)c2C)cc1Cl,11µM*
COc1ccc(-c2cc([C@H]3CN4CC[C@H]3C[C@@H]4CNC(=O)Nc3cccc4ccccc34)n(C)n2)cc1OC,?
COc1cccc(CNC(=O)CCCn2nc(C)c3c(C)n(-c4ccc(C)cc4)nc3c2=O)c1OC,0%
CN(C)C[C@@H]1CN(c2ccncn2)C[C@H]1NC(=O)Cc1cccs1,0%
CCOc1cc(-c2nnc(SCC(=O)NCCCOC)nc2-c2ccc(OC)c(OCC)c2)ccc1OC,5%
CN(Cc1ccc(F)cc1)Cc1cnc(S(C)(=O)=O)n1CCCc1ccccc1,?
COc1ccc2nc(C[C@@H]3C[C@@H](C(C)C)[C@H](CNC(=O)C4CCCCC4)C=C3C)[nH]c2c1,13µM*
CCn1cc(C(=O)NCc2ccccc2Cl)c(=O)c2cc(S(=O)(=O)N3CCCCC3)ccc21,1%
Cc1ccc(-c2noc([C@@H]3C[C@@H](O)CN3Cc3cccc(C#N)c3)n2)cc1F,i
O=C(NCCc1csc(-c2ccc(C(F)(F)F)cc2)n1)C(=O)Nc1cc(F)ccc1F,-18%
COc1cccc(CNC(=O)C2CCN(c3nn4c(=O)cc(C)nc4s3)CC2)c1,14%
Cn1nc(-c2ccccc2)cc1[C@H]1CN2CC[C@H]1C[C@@H]2CNC(=O)N1CCOCC1,i
O=C(CN1C(=O)NC(c2ccccc2Cl)C2=C1COC2=O)NCCc1ccc(Cl)cc1 (configuration not stated),i
CCN(CC)C(=O)C[C@@H]1c2nc(NC(=O)CC(C)(C)C)sc2C[C@@H]2[C@](C)(CO)[C@H](O)CC[C@]21C,i
O=C1CN(C(=O)c2ccc(S(=O)(=O)N3CCCC3)cc2)C(c2ccc(F)cc2)c2cc(F)ccc2N1 (configuration not stated),?
COCCNC(=O)C(C)(C)Oc1nn(Cc2cccc(Cl)c2)c2ccccc12,-1%[44.1 µM]
CN(C)c1ccc2ncc(Nc3ccccc3F)n2n1,-15%[44.1 µM]
COc1cccc(CN2C[C@@H](CO)[C@H](NC(=O)C3CCC3)C2)n1,-23%

Continued, overlapping the part above by two compounds.
SMILES,Pf Dd2 growth
CN(C)c1ccc2ncc(Nc3ccccc3F)n2n1,-15%[44.1 µM]
COc1cccc(CN2C[C@@H](CO)[C@H](NC(=O)C3CCC3)C2)n1,-23%
CCC(=O)N1CCc2cc(S(=O)(=O)NCCC(=O)Nc3ccc(CC)cc3)ccc21,-8%
Cc1ccc(Cl)cc1N1CCN(C(=O)C2CCN(S(=O)(=O)c3cccc4nonc34)CC2)CC1,6.3µM*
O=C(NC1CCN(c2cc(C(F)(F)F)ncn2)CC1)c1ccc(F)cc1,-16%
COCCN(C)C[C@H]1C[C@H](CO)CN(C(=O)c2ccc(OC)c(F)c2)C1,3%
CC(=O)c1cccc(NC(=O)c2noc3c2CC(C)CC3)c1 (configuration not stated),i
CCC(C)NC(=O)CSc1nc2n[nH]c(C)c2c(=N)n1-c1ccc(C)c(Cl)c1 (configuration not stated),-6%
COc1ccc(CCNC(=O)C(=O)NCC(c2ccc3c(c2)OCO3)N2CCOCC2)cc1OC (configuration not stated),-4%
COc1cc2c(cc1OCc1ccccc1)N(C(=O)COc1ccccc1C(N)=O)CC21CCN(C)CC1,?
O=C1NCCCCCCN(C(=O)Nc2ccccc2F)[C@H]2C[C@H](c3nc(-c4cccnc4)no3)C[C@@H]12,-7%
CCCCSCCCNC(=O)CN1C(=O)COc2ccc(S(=O)(=O)N3CCC(C)CC3)cc21,?
Cc1nc(C)c(C(=O)N2CCCN(S(C)(=O)=O)C(c3ccccc3)CC(=O)NCC2)s1 (configuration not stated),12%
COc1ccccc1CN1CC[C@@H]2CN(S(C)(=O)=O)[C@@H]2C1,i
O=C(NCC1Cn2cccc2C(=O)N1Cc1ccccc1)c1ccc2ncccc2c1 (configuration not stated),?
COc1cc(NC(=S)N[C@H]2CO[C@H]3[C@@H]2OC[C@H]3OC(=O)Nc2ccccc2)cc(OC)c1,-10%
COc1ccc(-c2cc(N3CCCC(NC(=O)c4cccc(OC)c4OC)C3)n[nH]2)cc1 (configuration not stated),-21%
O=C(NC1CCCN(c2cc(-c3ccccc3)[nH]n2)C1)c1cc(F)ccc1F (configuration not stated),?
Cc1cc(-c2ccc(C)c(S(=O)(=O)N3CCN(c4cccc(C(F)(F)F)c4)CC3)c2)on1,?
COc1ccc(C(=O)NCCC2CCN(C(=O)Nc3cc(F)ccc3F)CC2)cc1OC,-16%
Cc1ccc(C(=O)N2CCC3(CN[S+](=O)([O-])c4ccccc4N3)C2)cc1 (configuration not stated),23%
CN(Cc1cccnc1)Cc1nc(C2(O)CCN(CC3CC3)CC2)cs1,?

The list goes on.
SMILES,Pf Dd2 growth
COc1ccccc1OCc1nnc(C(=O)N2CCC[C@@H]2C(c2ccccc2)c2ccccc2)n1-c1ccccc1,-3%
Cc1cc(CN2CCC3(CC(c4cccc(C(F)(F)F)c4)=NO3)C2)no1 (configuration not stated),-27%
CCOC(=O)c1ccc(NC(=O)Cn2c3ncccc3c(=O)n2-c2ccc(C)c(C)c2)cc1,-19%
CCOc1ccccc1CN1CCc2nc(N3CCN(C)CC3)[nH]c(=O)c2CC1,0%[5.79 µM]
COc1ccc(CC(=O)N2Cc3[nH]cnc3C[C@H]2c2nc(-c3ccc4ccccc4c3)no2)cc1,?
CCCc1nnc(NC(=O)Cn2nc3c(cc2=O)CCCCC3)s1,-8%
O=C(c1cccc(OC(F)(F)F)c1)N1CCN(c2cc(-c3ccc(F)cc3)[nH]n2)CC1,i
CC(=O)c1ccc(NC(=O)CCn2nc(C)c(S(=O)(=O)N3CCC(C)CC3)c2C)cc1,i
Cc1nn(C)c(C)c1CCN(C)C(=O)C1CCCCC(=O)N1 (configuration not stated),?
CCOC(=O)c1c(NC(=O)C(C)Sc2cn(CCNC(=O)c3ccc(OCC)cc3)c3ccccc23)sc2c1CCC2 (configuration not stated),?
Cc1nc(CNC(=O)c2csc(-c3ccc(C(F)(F)F)cc3)n2)no1,2%
CN(C)CCNC(=O)Cn1nc(N2CCN(c3ccccc3)CC2)ccc1=O,51%[activator]
COC[C@@H]1CN(c2ncccn2)C[C@H]1C(=O)N(C)Cc1cn(C)nc1C,-10%
O=C(c1ccccn1)N1CC(Oc2ccc(F)c(F)c2)C1,?
CCC(=O)NC1CCN(c2cnn(CC)c(=O)c2)CC1,17%
O=C(O)C(Cc1ccco1)n1cc(-c2nccs2)nn1 (configuration not stated),-12%
Nc1ncccc1CN1CCC2(CC1)COCCN2C(=O)OCc1ccccc1,?
Cc1noc(C)c1Cn1cc2c3c(cccc31)[C@H](CC(C)C)N[C@H](C(=O)NCc1ccco1)C2,-23%
COc1cc(OC)cc(-n2c(=O)c3ccccc3n(Cc3ccccc3C#N)c2=O)c1,-5%
COc1ccc(-c2ccc3c(c2)C(=O)N2CC[C@H](NC(=O)C4CCCC4)[C@H]2C(=O)N3)c(OC)c1,-22%

Following part:
SMILES,Pf Dd2 growth
CC(=O)Nc1ccc(-c2ccc(=O)n3c2[C@@H]2C[C@@H](CN(C(=O)c4ccc(F)cc4)C2)C3)cc1,-20%
Cc1ccc(C(O)Cn2ccn3nc(-c4ccc(F)cc4)cc3c2=O)cc1 (configuration not stated),i
O=C(NC1CCCN(c2cc(-c3ccccc3)[nH]n2)C1)c1cnccn1 (configuration not stated),i
CCOc1ccccc1-n1c(N)c(C(=O)OC)c2nc3ccccc3nc21,i
O=C(c1ccc(F)cc1)N1CCC2(CC1)C(=O)NCN2Cc1ccc(Cl)cc1,-10%
O=C(Cc1ccc(F)cc1)N1CCC2(CC1)CC(=O)N(c1ccccc1)c1ccccc1O2,?

Bioassay records (PubChem)

This is a subset; the hit share may differ from the screen's.
